# Pemphigus Ab inh – human desmoglein-3 autoantibody binding inhibition; binding (percent of control), % at 10 µM; hit rate 0.48% among 310,000; AID 588358; P32926; DSG3-coupled beads, scFv-anti-DSG3-GFP binding, flow cytometry; stronger effect = lower value;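 active = binding more than 3 SD below its plate's average and above zero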;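 note: hits lower antibody fragment binding to DSG3; some compounds called inactive have numbers as strong as hits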
# Target sequence (P32926 whole entry, looked up, the tested form may be a part): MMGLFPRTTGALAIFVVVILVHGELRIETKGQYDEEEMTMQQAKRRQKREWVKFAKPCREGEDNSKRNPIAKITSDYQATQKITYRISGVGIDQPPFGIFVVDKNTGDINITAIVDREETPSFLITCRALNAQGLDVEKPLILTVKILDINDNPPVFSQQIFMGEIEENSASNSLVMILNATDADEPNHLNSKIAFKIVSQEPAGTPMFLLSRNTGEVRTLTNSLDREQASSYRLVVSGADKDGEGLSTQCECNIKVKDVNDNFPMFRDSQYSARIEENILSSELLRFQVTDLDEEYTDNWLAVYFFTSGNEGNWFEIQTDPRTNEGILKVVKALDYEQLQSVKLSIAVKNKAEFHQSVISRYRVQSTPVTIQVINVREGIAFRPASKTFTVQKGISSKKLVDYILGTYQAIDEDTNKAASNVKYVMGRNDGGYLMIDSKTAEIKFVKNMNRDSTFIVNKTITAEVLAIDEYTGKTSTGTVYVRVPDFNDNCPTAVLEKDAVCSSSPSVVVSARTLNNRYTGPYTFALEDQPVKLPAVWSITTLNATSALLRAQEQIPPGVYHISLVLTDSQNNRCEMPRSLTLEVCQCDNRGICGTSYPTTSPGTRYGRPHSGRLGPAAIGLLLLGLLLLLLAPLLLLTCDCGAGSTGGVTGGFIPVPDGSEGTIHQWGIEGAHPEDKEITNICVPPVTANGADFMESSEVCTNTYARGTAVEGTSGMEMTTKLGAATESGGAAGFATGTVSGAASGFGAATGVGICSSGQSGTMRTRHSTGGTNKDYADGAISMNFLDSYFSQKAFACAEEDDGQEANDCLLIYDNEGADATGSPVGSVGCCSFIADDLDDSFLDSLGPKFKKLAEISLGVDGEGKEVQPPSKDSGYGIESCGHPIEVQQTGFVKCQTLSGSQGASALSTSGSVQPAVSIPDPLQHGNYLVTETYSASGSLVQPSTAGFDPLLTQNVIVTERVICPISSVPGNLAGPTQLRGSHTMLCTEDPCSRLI
# Mot1-301 SUMO – blocks SUMOylation pathway, rescuing yeast Mot1-301 growth; S. cerevisiae Mot1-301 growth rescue, ATP luminescence, 38.5C; percent above DMSO median, 100 means doubled; growth rescue, % at 18.8 µM; hit rate 1% among 320,000; AID 2716;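 active = every valid replicate shows activation above 250% relative to neutral control wells; inactive = the rest, any valid replicate at or below 250%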;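 note: OY570 slx delta 5 strain wells were the positive control but not used for scaling; some compounds called inactive have numbers as strong as hits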
# PKA-R1A act – PKA-R1A complex activation. PKA-R1A dissociation, Cy5-IP20 fluorescence polarization; scaled: DMSO 0%, 113 µM cGMP 100%. activation, % at 11.4 µM. hit rate 0.083% among 340,000;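 active = percent activation above the mean of all tested compounds plus 3 SD, cut at about 19% in these data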;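 note: higher means more PKAc released from R1A so a rise in polarization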
# MITF act – MITF TRPM1 promoter activation in melanoma cells; SK-MEL-5 TRPM1-promoter luciferase, 24 h; % of positive control, neutral wells = 0; activation, % at 12.5 µM; hit rate 0.75% among 300,000; AID 588334;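 active = mean activation of at least 80% with every replicate also reaching 80%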;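 note: 0% = neutral control wells and 100% = parthenolide positive control wells; values of inactives mirror those of a sister screen read the other way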
# Arr AP2 block – inhibitors of human beta-arrestin and AP2 interaction. inhibition, % at 10 µM. AID 504490. hit rate 0.31% among 340,000. FITC-arrestin peptide / GST-AP2 beads, flow cytometry; AP2 beta2 appendage carries R879A mutation;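 active = inhibition above a set limit, near 3 SD of compounds lacking own fluorescence, cut at about 54% in these data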;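 note: plate controls were DMSO wells for no effect and 5 µM unlabelled arrestin peptide for full effect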
#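 Test system: GST-tagged AP2 beta2-adaptin appendage (R879A) on 4 µm glutathione beads; also added: fluorescein-tagged arrestin peptide at 50 nM final; timing: 12 min plus 1 h, RT; signal: flow cytometry, FL1 (488/535 nm); read-out: percent drop in bead-associated FITC signal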
# dFosB act – activators of mouse delta FosB homodimer; P13346; AID 493131; activation, % at 25 µM; hit rate 0.99% among 340,000; purified delta FosB, TAMRA-CDK5 oligo fluorescence polarization; percent of positive-control signal above neutral wells;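 active = mean activation above about 17%, with every replicate also reaching it, limit read from the data, passing the limit was not always enough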;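 note: fluorescence polarization rise as delta FosB binds a TAMRA Cdk5 AP-1 oligo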
# PKA-R2B activ – activators of human PKA-R2B complex; P22694+P31323; PKA-R2B holoenzyme dissociation, Cy5-IP20 fluorescence polarization; R2B truncated from residue 108, S112A mutant; 0% DMSO only, 100% 113 µM cGMP; activation, % at 11.4 µM; hit rate 0.079% among 340,000; AID 504700;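 active = activation above a cutoff set at the mean over all compounds plus 3 SD, cut at about 18% in these data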;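 note: higher means more holoenzyme dissociation and a rise in polarization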
# SR-BI uptake up – enhances SR-BI lipid uptake from DiI-HDL; CHO ldlA[mSR-BI] cells, DiI-HDL uptake fluorescence, 3 h; 100 = double the neutral-control signal; activation, % at 12.5 µM; hit rate 0.096% among 320,000;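 active = mean replicate activation of at least 60% and every replicate at or above 60%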;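 note: 0% = median plate neutral-control signal and 100% = twice that signal; values of inactives mirror those of a sister screen read the other way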
#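 Assay system: LDL receptor-deficient CHO ldlA cells overexpressing murine SR-BI / Medium: BSA-supplemented, HEPES-buffered Ham's F12, pH 7.4 / Probe or stimulus: DiI-labelled HDL at 10 µg/mL final / Timing: compound with DiI-HDL co-incubation, 3 h at 37 °C / Technique: bottom-read cell fluorescence after medium removal, ex 550/em 595 nm / Measure: HDL uptake via cellular fluorescence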
# SR-BI DiI inh – mouse SR-BI HDL lipid transfer inhibition; ldlA[mSR-BI] CHO cells, DiI-HDL uptake fluorescence, 3 h; inhibition, % at 12.5 µM; hit rate 0.96% among 320,000; AID 488896;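 active = mean replicate inhibition of at least 70% and a set share of replicates each scoring 70 or more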;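 note: 0% = median of neutral control wells and 100% = median of positive control wells; values of inactives mirror those of a sister screen read the other way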
# NSD2 HMT inh – blocks human histone methyltransferase NSD2. NSD2 peptide methylation, AlphaScreen, 120 min. inhibition, % at 12.5 µM. hit rate 0.54% among 310,000. AID 743445; in the data active = inhibition above about 50%
# CDK5 inh – CDK5/p35 (human) kinase inhibition | Q00535+Q15078 | Recombinant CDK5/p35, ADP-Glo luminescence, 60 min | inhibition, % at 10 µM | hit rate 0.01% among 330,000;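 active = highest replicate inhibition of at least 50% and at least 75% of replicates reaching 50%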;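 note: plate controls were DMSO neutral control for no effect and GW8510 at 10 µM for full effect; many of its hits are not listed in these tables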
# Numbers without * were called inactive; . = no result given; + = active, no number.
SMILES,Pemphigus Ab inh,Mot1-301 SUMO,PKA-R1A act,MITF act,Arr AP2 block,dFosB act,PKA-R2B activ,SR-BI uptake up,SR-BI DiI inh,NSD2 HMT inh,CDK5 inh
O=C(CC12CC3CC(CC(C3)C1)C2)N/N=C\c1ccc[nH]1,107,2,-2,2,3,-19,1,-11,11,2,-0.1
O=C(CSc1nnc(Nc2ccccc2)s1)NCC1CCCO1 (configuration not stated),102,-3,-9,-5,-9,0,-2,6,-6,-5,0.4
COc1ccc(-c2ccc(-c3noc(-c4ccccc4F)n3)c(OC)n2)cc1,99,.,-4,9,30,9,0,-5,5,3,-1.1
COc1ccccc1NC(=O)c1ccc(NC(=O)CN2CCCC2)cc1,106,.,4,11,-2,-8,-3,-22,22,-4,-2.1
O=C(NNC(=O)c1cc(Br)c(Br)s1)c1csc(N2CCOCC2)n1,98,347*,-6,13,-16,44*,5,-4,4,1,-0.2
NC(=O)C1CCN(C(=O)CNC(=O)c2ccccc2)CC1,105,-4,-10,-1,44,-4,-1,-5,5,-3,0.5
CCOC(=O)C1=C(COC(=O)CCOc2ccc(OCC)cc2)NC(=O)NC1C (configuration not stated),.,-7,-8,-2,-6,-15,-3,21,-21,2,-9.6
CSCCC(NC(=O)c1ccc(Cl)c([N+](=O)[O-])c1)C(=O)N1CCN(C/C=C/c2ccccc2)CC1 (configuration not stated),91,74,-1,-9,33,-8,-1,-4,4,3,1.8
Cc1ccc2c(c1)C(O)(CC(=O)c1ccc3c(c1)OCO3)C(=O)N2 (configuration not stated),97,-7,-8,-3,32,2,5,11,-11,-6,0.7
Cc1ccc(C(=O)NC(=S)NNS(=O)(=O)c2ccc(C)cc2)cc1,117,-6,5,1,-2,-7,-10,7,-7,-4,1.4
COC(=O)c1cc(-c2ccc(Br)cc2)n[nH]1,105,119,0,63,-4,2,-6,-14,14,-3,0.8
Cc1ccc(NC(=O)Nc2nnc(Cc3ccc([N+](=O)[O-])cc3)s2)cc1,69,-3,-2,57,5,-8,8,12,-12,5,-1.3
CNC(=O)/C(C#N)=C/c1ccc(-c2ccccc2[N+](=O)[O-])o1,100,3,-17,18,38,5,-6,-29,29,1,2.1
COc1ccccc1C(=O)N1CC(=O)Nc2ccc(F)cc2C1c1ccccc1 (configuration not stated),101,24,0,3,2,-5,-4,5,-5,0,1.1
CC(=O)NS(=O)(=O)c1ccc(NC(=S)NC(=O)Cc2ccccc2)cc1,104,11,1,-5,7,5,1,2,-2,-6,-0.9

# An excerpt from above in order of the Mot1-301 SUMO value, lowest first.
SMILES | Mot1-301 SUMO
Cc1ccc2c(c1)C(O)(CC(=O)c1ccc3c(c1)OCO3)C(=O)N2 (configuration not stated) | -7
Cc1ccc(C(=O)NC(=S)NNS(=O)(=O)c2ccc(C)cc2)cc1 | -6
Cc1ccc(NC(=O)Nc2nnc(Cc3ccc([N+](=O)[O-])cc3)s2)cc1 | -3

# Other entries follow:
SMILES,Pemphigus Ab inh,Mot1-301 SUMO,PKA-R1A act,MITF act,Arr AP2 block,dFosB act,PKA-R2B activ,SR-BI uptake up,SR-BI DiI inh,NSD2 HMT inh,CDK5 inh
CCCOc1ccc(N2C(=O)C3C4C=CC(CC4)C3C2=O)cc1 (configuration not stated),105,-6,-7,-3,11,-1,-9,.,.,-2,1.1
O=C(c1ccc(CS(=O)(=O)c2ccc(Br)cc2)o1)N1CCCC1,105,1,7,-3,-1,1,-3,-6,6,.,-0.4
O=C(O)c1cccc(NC(=S)NCc2ccccc2)c1,105,14,2,6,35,2,-6,-2,2,1,2.7
CCCNC(=O)CN(c1cccc(F)c1)S(C)(=O)=O,106,-1,-6,-6,14,-4,4,32,-32,-3,0.2
CC1(C)CC(=O)C2=C(C1)Nc1ccccc1N1C(=O)c3ccccc3C21 (configuration not stated),102,89,-4,8,5,-1,1,23,-23,1,-5.2
COc1ccc(CN2CCN(CCc3ccccc3)C(CCO)C2)c(Cl)c1OC (configuration not stated),112,-14,-2,.,-1,-2,-2,2,-2,3,-0.4
COCCn1c(SC(C)C(=O)NCC2CCCO2)nc2sc3c(c2c1=O)CCC3 (configuration not stated),104,12,-5,4,-7,3,7,-15,15,-1,1.6
CC(C)(C)c1cc(C(=O)N2CCN(c3ncccn3)CC2)ccn1,.,.,-3,.,34,3,4,24,-24,3,-1.6
CC(C)(C)n1nnnc1C(c1ccc(F)cc1)N1CCC(C(N)=O)CC1 (configuration not stated),99,137,3,-9,39,0,5,6,-6,-2,4.6
Cc1cc(CNC(=O)COc2ccc(F)cc2)c2ccccc2n1,78,3,5,5,26,-3,-7,2,-2,-2,-1.4
Cc1cccc(NC(=S)NC(=O)/C=C/c2ccccc2)n1,97,-6,-3,22,5,-5,13,0,0,-5,-2.6
Cc1cccc(C)c1NC(=O)CN1C(=O)N(C)Cc2ccccc21,95,-2,-9,-1,6,6,2,-51,51,-2,0.6
Cc1ccc(NC(=O)Cn2nc(C)cc2C)cc1,93,.,-3,.,23,0,-9,18,-18,2,0.3
CCOC(=O)C1=NNC(C(=O)c2ccc(C)cc2)C1c1ccc(C)cc1 (configuration not stated),100,32,-7,1,12,2,-4,33,-33,-1,0.3
Cn1c(-c2ccco2)nc2cc3ccccc3cc21,107,-1,-11,7,18,-6,6,-9,9,-13,13
CC1Cc2ccccc2N1C(=O)CNc1cccc(S(=O)(=O)N2CCCC2)c1 (configuration not stated),101,+,-11,-5,9,-2,-3,-23,23,0,-0.4
COC(=O)C(CCSC)NC(=O)CNS(=O)(=O)c1ccc(F)cc1 (configuration not stated),.,-4,1,-2,10,-6,4,.,-19,.,0.3
CCC(C)[C@H](NC(=O)N1CC(=O)Nc2ccccc21)C(=O)N[C@@H](C(=O)O)c1ccccc1 (some centres not stated),.,6,18,5,45,0,18,11,-11,-4,-0.1
O=C(Cc1ccccc1)Nc1ccc2c(c1)CCC2,104,3,-9,31,22,-1,-6,-5,5,4,1.6
O=C(Cn1cc(C(F)(F)F)ccc1=O)N/N=C/c1ccc(O)cc1,97,10,3,-4,-13,-2,0,-10,10,-2,0.9
O=C(Cc1nc(-c2cnccn2)no1)NNC(=O)Nc1ccccc1,116,52,-4,4,-8,-5,0,21,-21,-2,-8.2
COC(=O)C(=C/C=C/c1cccnc1)C(=O)OC,107,-14,10,-2,32,1,0,16,-16,24,-0.3
CCn1c(SCC#N)nc2cc(S(=O)(=O)N3CCOCC3)ccc21,108,20,1,-7,8,-7,-10,20,-20,0,2.3
O=C(O)C(c1ccccc1)C(O)C1CC=CCC1 (configuration not stated),94,.,11,3,21,-5,10,7,-7,2,0.8
Cc1ccc(N(Cc2cc3cc(C)ccc3[nH]c2=O)C(=O)c2cccs2)cc1,87,-7,9,3,-11,5,7,-24,24,0,1.0
CCOC(=O)C1=C(C)Nc2nc(SC)nn2C1c1ccc(C(=O)OC)cc1 (configuration not stated),110,11,14,.,8,-4,-1,.,.,.,-2.2
CCCOC(=O)c1ccc(NC(=O)C2C3C=CC(O3)C2C(=O)O)cc1 (configuration not stated),110,4,-2,16,22,7,6,20,-20,1,0.0
CC(=O)c1ccc(NC(=O)C(C)N(C)CC(=O)Nc2cccc(F)c2)cc1 (configuration not stated),104,10,0,10,18,-1,16,1,-1,-3,-1.7
O=C(CSC1=NS(=O)(=O)c2cc(Cl)ccc2N1)c1ccc(Cl)cc1,99,-6,4,1,-2,6,12,31,-31,2,-0.4
Cc1cc(NC(=O)c2c(Cl)cnn2C)no1,.,-20,-7,.,9,0,1,35,-35,-2,2.1
CC1CN(c2cc(=O)n(Cc3ccc(F)cc3)c(=O)[nH]2)CC(C)O1 (configuration not stated),107,218,-4,-11,0,0,0,8,-8,.,-0.9
O=C(O)c1ccc(N/N=C/c2ccc(C(F)(F)F)cc2)cc1,116,3,0,-67,-16,-2,7,-1,1,4,0.0
CCC(=O)NC(=S)Nc1ccc(OC)cc1OC,.,0,-2,-3,7,-3,-5,-15,15,1,-3.1
S=C(NCC1CCCO1)N1CCN(c2nc(-c3ccccc3)cs2)CC1 (configuration not stated),.,-1,4,0,-5,.,-3,-28,28,1,0.7
Cc1ccc(Oc2cc(NC(=O)CCCn3nc(C)c([N+](=O)[O-])c3C)cc([N+](=O)[O-])c2)cc1,127,-8,2,3,6,-5,9,-22,22,0,0.4
C=CCNC(=S)NNC(=O)C(CCCC)CC(O)COCC(C)C (configuration not stated),95,-12,4,.,39,-1,0,9,-9,0,1.4
CCn1cc(C(=O)NC2CCCCC2)c(=O)c2ccc(C)nc21,99,-21,5,-6,-2,-18,-5,7,-7,1,-0.4
COc1ccc(-c2ccc3oc(-c4ccsc4)c(-c4ccc(OC)cc4)c3c2)cc1,105,38,-12,-13,-5,-2,-14,-52,52,.,0.2
CC(C)(C)N1C(=O)[C@H]2[C@@H](c3ccc(Br)cc3)N3C(=O)N(c4cccc(Br)c4)C(=O)[C@@]3(Cc3ccccc3)[C@H]2C1=O,93,-25,13,-3,18,-4,-3,5,-5,.,-0.3
O=[N+]([O-])c1ccc(Cl)cc1Sc1cccc2cccnc12,.,7,-8,-18,17,5,-9,-48,48,2,2.3
Cc1cccc(C(=O)Nc2ccc(C(=O)N/N=C/c3cccnc3)cc2)c1,.,-7,4,10,20,-4,10,.,.,3,0.8
Oc1ccc(/C=N/Nc2nc(-c3ccc(Cl)cc3)cc(C(F)(F)F)n2)cc1,99,4,-8,-2,28,-7,0,-80,80*,.,0.7
CC(=O)n1cc([C@@H]2C=C(C(=O)NCc3ccccc3)O[C@H](OCCCCO)C2)c2ccccc21,108,-18,2,-7,4,-2,-10,-16,16,.,1.9
CCC(C)Sc1nc(O)c(Cc2ccccc2)c(=O)[nH]1 (configuration not stated),.,-27,-2,1,0,-1,-5,-5,5,2,-1.0
O=C(CC(c1ccccc1)c1cc(Br)ccc1O)NCCN1CCOCC1 (configuration not stated),102,-9,-2,-8,1,-7,-4,27,-27,-2,0.0
CCN(C(=O)COC(=O)CCC(=O)c1ccc(C)cc1)c1c(N)n(Cc2ccccc2)c(=O)[nH]c1=O,99,.,-1,5,-3,-9,-14,22,-22,-2,-2.4

# Screens: PubChem, several laboratories
